SW480 rerep: inducers of DNA re-replication in SW480 colon cancer cells. SW480 DNA re-replication, Hoechst DNA content imaging, 48 h. Potency, µM (series often up to 46.1 µM), for the others: top-dose re-replication activation, hits mostly activators. 340,000 tested, 1.8% active; note: potency is the fitted concentration of half-maximal effect; % of control where 0% means no effect; nearly all actives have a fitted effect of over 55% in size
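Readout is total intensity of Hoechst-stained nuclei, excited at 405 nm and collected at 500-530 nm. Compound treatment lasted 48 hr at 37 C in 5% CO2 before staining.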
ATXN2 expr inh: ATXN2 expression inhibition | HEK-293 ATXN2-luciferase reporter, luminescence, 24 h | Potency, µM (top dose mostly 57 µM), without a hit: at the highest dose activity change, negative = inhibition, most hits filed as inhibitors | 360,000 tested, 0.72% active; note: potency is the fitted concentration of half-maximal effect; % is set by controls: 0 for no effect and ±100 for the full control effect; nearly all actives have a fitted effect of over 55% in size
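ATXN2-luciferase reporter cells (luciferase flanked by upstream and downstream ATXN2 gene portions) were treated 24 h at 37 °C with compounds at up to 57 uM. SteadyGlo luminescence gave expression; GF-AFC fluorescence gave viability.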
HT1080 IDH1KD tx: kills HT-1080 cells with IDH1 knockdown. HT-1080 IDH1 knockdown viability, ATP luminescence, 48 h. Potency, µM (series often up to 46.1 µM), inactives show top-dose activity, negative = toxicity, hits mostly cytotoxic. 360,000 tested, 2% active;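 note: potency is the fitted concentration of half-maximal effect; 0% = DMSO wells and -100% = cell-free medium wells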
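CellTiter-Glo luminescence after 48 h compound exposure at 37 degrees C of IDH1-knockdown HT-1080 cells in 5% FBS RPMI. %Activity scaled between DMSO wells and cell-free media wells, with curves fitted and assigned curve classes.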
KB-3-1 cytotox: kills parental KB-3-1 adenocarcinoma cells. AID 1347075. 400,000 tested, 1.4% active. Potency, µM (highest dose often 46.1 µM), without a hit: at the highest dose activity change, negative = cytotoxic, hits mostly cytotoxic. KB-3-1 viability, CellTiter-Glo ATP luminescence, 72 h; note: potency is the fitted concentration of half-maximal effect; % is set by controls: 0 for no effect and ±100 for the full control effect; nearly all actives have a fitted effect of over 60% in size
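Cytotoxicity measured as CellTiter-Glo luminescence after 72 h at 37 C. Compound titrations were pinned onto drug-naive KB-3-1 parental adenocarcinoma cells grown in DMEM with 10% FBS, and normalized data fitted to concentration-response curves.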
MCF10A rerep: inducers of DNA re-replication in MCF 10A breast cells. MCF 10A DNA re-replication, Hoechst nuclear intensity, 48 h. Potency, µM (top dose mostly 46.1 µM), for inactives: top-dose activity, positive = re-replication, most hits filed as activators. 350,000 tested, 2.9% active. AID 624296; note: potency is the fitted concentration of half-maximal effect; % of control where 0% means no effect; nearly all actives have a fitted effect of over 50% in size
KB-V1 cytotox: KB-V1 MDR subline cytotoxicity; KB-V1 MDR cells viability, CellTiter-Glo, 72 h; Potency, µM (series often up to 46.1 µM), without a hit: top-dose activity change, negative = cytotoxicity, actives largely listed as cytotoxic; 400,000 tested, 3.4% active; AID 1347076; note: potency is the fitted concentration of half-maximal effect; % is set by controls: 0 for no effect and ±100 for the full control effect; nearly all actives have a fitted effect of over 60% in size
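Cytotoxicity toward P-gp-expressing KB-V1 cells was determined as loss of CellTiter-Glo luminescence after 72 h at 37 degrees C. Compounds were tested in quantitative HTS format across a concentration range, with curves fitted to normalized data.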
HT1080-NT tox: kills 2HG-producing HT-1080-NT fibrosarcoma cells; HT-1080-NT fibrosarcoma viability, CellTiter-Glo ATP luminescence, 48 h; 360,000 tested, 1.6% active; Potency, µM (highest dose often 46.1 µM), without a hit: at the top dose activity, negative = less viability, usual class: cytotoxic; AID 686970;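 note: NT is the 2HG producing partner of a matched IDH1 knockdown line; potency is the fitted concentration of half-maximal effect; 0% = DMSO-treated cells and -100% = media-only wells without cells; nearly all actives have a fitted effect of over 55% in size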
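750 cells/well, RPMI + 5% FBS; 2 h settle, compound pin-transfer, 48 h at 37 degrees C. CellTiter-Glo 10 min RT, luminescence. Normalized to DMSO and media-only wells.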
S2 tox: viability counter-screen for ATXN expression inhibitors; S2 cells (HEK-293 line with an ATXN2-luciferase reporter) viability, CellTiter-Fluor protease fluorescence, 24 h; Potency, µM (titrated, usually from 56.7 µM), hits mostly cytotoxic; 400,000 tested, 0.49% active; note: potency is the fitted concentration of half-maximal effect; nearly all actives have a fitted effect of over 40% in size
IL-1B inflam inh: inhibitors of inflammasome signaling (IL-1 beta secretion); THP-1 LPS/ATP IL-1B secretion, AlphaLISA, 16 h; hits give low values; activity change, % at 57.5 µM; 360,000 tested, 4.7% active; in the data active = activity change below about -50%; inconclusive = mostly about -30% to -49%; note: % is set by controls: 0 for no effect and ±100 for the full control effect
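THP-1 cells pretreated 1 hr with compounds (up to 57.5 uM final), then stimulated with LPS (250 ng/mL final) plus ATP (1.25 mM final); secreted IL-1B measured by AlphaLISA after 16 hr, decreased signal indicating inhibition.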
The depositor's hits bear a star; i = inactive; u = inconclusive; x = not tested or not shown; [ ] = dose if it differs, or a comment. Unless noted, calls come from the whole dose curve; as a rule, active = well fitted curve in the direction sought with a large enough effect; inconclusive = small, poorly fitted or top-dose-only effect, or another doubt; inactive = no such curve, though single readings can be large; an effect the other way counts as inactive or inconclusive.

SMILES	SW480 rerep	ATXN2 expr inh	HT1080 IDH1KD tx	KB-3-1 cytotox	MCF10A rerep	KB-V1 cytotox	HT1080-NT tox	S2 tox	IL-1B inflam inh
NS(=O)(=O)c1cccc(NC(=O)c2cccc3c(Br)cccc23)c1	-3%	-10%	-19%	-5%	u	14%	-4%	i	4
COC(=O)c1ccccc1NC(=O)CN1CCC(NC(=O)c2ccccc2C)CC1	4%	-9%	-11%	2%	-181%[0.0737 µM]	-14%	-6%	i	1
CC(CN1CCCC1)OC(=O)c1ccc(Cl)cc1Cl (stereo not drawn)	8%	x	12%	2%	-1%	-19%	12%	i	-4
CCCCNC(=O)c1cc2nc3c(c(C(F)(F)F)n2n1)CCc1ccccc1-3	10%	-2%	19%	4%	1%	3%	23%	i	2
COCCN(CC(=O)Nc1cccc(C)c1C)C(=O)c1ccc(-n2cccn2)cc1	-13%	8%	14%	2%	-3%	-12%	9%	i	-4
COc1ccc(NC(=O)CN2CCCN(Cc3ccc(Cl)cc3)S2(=O)=O)cc1Cl	x	0%	x	-13%	x	2%	x	u	x
CN(CC(=O)Nc1cccc2c1CCCC2)S(=O)(=O)c1ccccc1	4%	-6%	-4%	-1%	0%	0%	2%	i	-4
CC1(C(=O)N2CCN(Cc3ccccc3Cl)CC2)CC1(Cl)Cl (stereo not drawn)	0%	x	-1%	-8%	24%	-2%	-1%	i	-9
O=C(c1ccc(CSc2nc3ccncc3n2Cc2ccccc2F)cc1)N1CCCCCC1	x	-14%	x	-18%	x	-2%	x	i	x
S=C(NNc1nc(Nc2ccccc2)nc(N2CCCCC2)n1)NC1CCCCC1	-1%	-31%	-16%	10%	4%	7%	u	i	u
CN(C)C(CNC(=O)Cc1cccc(C(F)(F)F)c1)c1ccccc1 (stereo not drawn)	2%	8%	-3%	-13%	6%	-9%	-18%	i	-8
Cc1ccc(Cl)cc1NC(=S)N(CCCN1CCN(C)CC1)Cc1cccs1	3%	-23%	u	-15%	18%	u	-20%	i	-9
O=C(Cn1nc(C(=O)O)c2ccccc2c1=O)Nc1nc(-c2ccccc2)cs1	-7%	x	14%	3%	10%	-2%	-2%	i	-18
CN1CCN(C(=O)C2=C[C@H](c3csc4ccccc34)C[C@H](OCc3ccc(CO)cc3)O2)CC1	-6%	-13%	-11%	0%	3%	10%	-12%	u	-22
CCC(CC)c1nnc(NC(=O)Cc2cccs2)s1	19%	1%	16%	12%	-14%	0%	3%	i	13
Cc1cc(C)c(NC(=S)N(C)C)cc1C	-11%	x	0%	3%	0%	u	5%	i	7
Cn1cccc1Cc1nnc(SCC(=O)NC2CCCC2)n1CCc1ccccc1	0%	-4%	-1%	1%	1%	5%	-1%	i	u
COc1cc(CCc2ccccc2)c(C(=O)O)c(O)c1CC=C(C)C	-3%	-25%	-8%	-4%	u	1%	-12%	i	-27
COc1ccc(N/C=C/C(=O)c2ccccc2)cc1	0%	x	-21%	-6%	2%	-27%	-24%	u	-3
CC(C)NC(=O)CSc1nc2ccccc2n1CC(=O)N1CCc2ccccc21	-1%	0%	1%	6%	-5%	9%	7%	i	-5
COc1ccc(N2CC(C)Cn3c2nc2c3c(=O)n(CCc3ccccc3)c(=O)n2C)cc1 (stereo not drawn)	-9%	-5%	-8%	18%	3%	u	-4%	i	13
CCOC(=O)c1c(NC(=O)CSc2nnc(-c3ccncc3)n2Cc2ccco2)sc(C)c1C	-5%	u	u	-4%	-2%	u	-21%	u	-27
CNC(=O)c1ccsc1NC(=O)CS(=O)(=O)c1ccccc1	-3%	-6%	4%	1%	0%	6%	-2%	i	14
COc1ccc(S(=O)(=O)N2CCCC(C(=O)NCc3ccc(F)cc3)C2)cc1 (stereo not drawn)	20%	4%	-2%	2%	1%	-3%	-9%	i	-7
Cc1ccsc1/C=C(/C#N)C(=O)NCc1ccccc1	-5%	9%	10%	8%	-5%	u	0%	i	-9
COc1cc(OC)c(NC(=O)c2cncn2-c2ccc(F)cc2)cc1Cl	-13%	-11%	-13%	-3%	-20%	-3%	-7%	i	32
Cc1ccccc1NC(=O)Cc1nc(COC(=O)c2ccc(C(F)(F)F)cc2)cs1	-4%	x	4%	16%	-6%	4%	-8%	i	-4
CCOC(=O)C(NC(C)=O)(Nc1ccc(S(=O)(=O)Nc2ncccn2)cc1)C(F)(F)F (stereo not drawn)	-1%	-18%	19%	-2%	0%	14%	24%	u	-6
Cc1csc2ncc(C(=O)N(Cc3ccccc3)c3ccccn3)c(=O)n12	-13%	7%	0%	-7%	-1%	-3%	-2%	i	52
COC(=O)N1[C@H](Cc2ccccc2)C=C[C@]1(C)C(=O)O	1%	6%	12%	0%	-9%	-27%	18%	i	23
COc1ccc2oc(C(=O)OCC(=O)N3C(C)CCCC3C)c(C)c2c1 (stereo not drawn)	3%	26%	-4%	-9%	11%	5%	-6%	i	-19
CCOC(=O)C1=C(CC)Nc2ccccc2N=C1NC(=O)c1ccc(OC)c(S(=O)(=O)N2CCOCC2)c1	0%	x	9%	-3%	2%	-6%	1%	i	-14
CC1=C(C(=O)N2CCOCC2)CC(CC(=O)NCC2CCCCC2)C(=O)N1Cc1ccc(F)cc1 (stereo not drawn)	x	-1%	-8%	4%	x	8%	1%	i	4
COc1ccc(NC(=O)CN(C)C(=O)c2ccc(COc3ccccc3)cc2)cc1	-3%	-13%	-18%	4%	11%	-24%	2%	i	-12
CC1CCN(C(=O)c2[nH]cnc2C(=O)NCc2ccccc2)CC1	2%	11%	6%	2%	u	38%	4%	i	10
Cc1c(C(=O)NCCc2ccc(S(N)(=O)=O)cc2)cccc1[N+](=O)[O-]	-8%	-6%	9%	12%	-9%	u	14%	i	33
CSc1ccccc1NC(=O)CN(C1CCCCC1)S(C)(=O)=O	-13%	x	-8%	0%	2%	4%	-1%	x	3
CCOC(=O)c1cnc2sc3c(n2c1=O)CCCC3	2%	12%	-11%	-22%	u	1%	-12%	i	0
CC(C)(C)/C(Cn1cncn1)=N\OC(=O)Nc1ccc(Cl)cc1	-5%	-1%	-17%	23%	1%	6%	-5%	i	-13
Cc1ccc(C)c(OCc2nc3ccccc3n2C)c1	x	4%	x	3%	x	-6%	x	i	x
NS(=O)(=O)c1ccc(CCNC(=O)COC(=O)c2ccc([N+](=O)[O-])o2)cc1	-6%	1%	3%	13%	1%	15%	-20%	i	15
Cc1nc2scc(-c3ccccc3)c2c(=O)n1N	-2%	1%	8%	26%	0%	9%	10%	i	-10
O=C(O)C(Oc1ccc2ccccc2c1)c1ccccc1 (stereo not drawn)	4%	-5%	-1%	-8%	-2%	7%	0%	i	5
COc1cc(C2NC(=S)NC3=C2CCc2ccccc23)cc(OC)c1OC (stereo not drawn)	-1%	-13%	0%	9%	0%	14%	5%	i	45
CCOC(=O)c1cnc(-n2nc(C)cc2C)nc1NNc1nc(-c2ccccc2)cc(-c2ccccc2)n1	u	u	u	26µM*	u	u	u	i	23
COC(=O)c1ccc(C(=O)OC)c(NC(=O)c2cccnc2)c1	2%	-18%	11%	4%	-3%	23%	1%	i	11
O=C(NC1(O)C(=O)c2ccccc2C1=O)c1ccccc1	1%	-22%	16%	-1%	13%	6%	8%	u	-8
O=C(O)Cc1sc(Nc2ccccc2)nc1-c1cccs1	u	x	3%	7%	23µM*	0%	-1%	i	16
Nc1nccc(/C=C/c2ccc(Cl)cc2)n1	-42%[inhibitor]	56%[activator]	-11%	5%	-16%	-25%	-12%	i	x
CCCOc1ccc(/C=C/c2c([N+](=O)[O-])c(=O)n(C)c(=O)n2C)cc1	-21%	-7%	-10%	-20%	7%	-2%	1%	i	-77*
O=C(NCCc1ccccn1)c1ccc(S(=O)(=O)N2CCCCCC2)cc1	3%	-5%	4%	22%	-180%[0.0737 µM]	-17%	3%	i	14
O=C(O)COc1ccccc1/C=N/NC(=O)CNC(=O)c1ccco1	-18%	10%	7%	1%	-1%	u	11%	i	14
CC1(C)CC(C(=O)NCCC(c2ccccc2)c2ccco2)CCO1 (stereo not drawn)	0%	1%	0%	1%	2%	5%	-1%	i	24
CC(C)(C)c1cn(-c2ccc(Cl)cc2)c(=S)[nH]1	3%	18%	1%	-2%	6%	-17%	3%	i	8
CCCC1CC(CSC(=N)N)OC1=O (stereo not drawn)	1%	-7%	12%	7%	8%	27%	17%	i	-20
Cc1ccc(-n2c3c(cc(C(=O)NCc4ccco4)c2=O)C(=O)CC(C)(C)C3)cc1	-5%	-21%	-4%	-20%	4%	-29%	-1%	i	-10
NC(=O)c1ccc2c(=O)n3c(-c4cc(Cl)c(N)c(Cl)c4)csc3nc2c1	30%	-24%	u	23µM*	u	1%	u	u	-23
Cc1ccoc1C(=O)Nc1cccc(Oc2ccccc2)c1	4%	106%[activator]	-3%	0%	5%	9%	-2%	i	-10
COc1ccccc1OCCCn1c(C2CC(=O)N(c3ccccc3Cl)C2)nc2ccccc21 (stereo not drawn)	x	-22%	x	1%	x	u	x	u	x
CCOC(=O)CC(=O)c1cc(OC)c(OC)c(OC)c1	-8%	-1%	11%	-2%	1%	0%	1%	i	-25

Reformatted bar-delimited: three of the compounds above.
structure | SW480 rerep | ATXN2 expr inh | HT1080 IDH1KD tx | KB-3-1 cytotox | MCF10A rerep | KB-V1 cytotox | HT1080-NT tox | S2 tox | IL-1B inflam inh
CC(C)(C)c1cn(-c2ccc(Cl)cc2)c(=S)[nH]1 | 3% | 18% | 1% | -2% | 6% | -17% | 3% | i | 8
CCCC1CC(CSC(=N)N)OC1=O (stereo not drawn) | 1% | -7% | 12% | 7% | 8% | 27% | 17% | i | -20
Cc1ccc(-n2c3c(cc(C(=O)NCc4ccco4)c2=O)C(=O)CC(C)(C)C3)cc1 | -5% | -21% | -4% | -20% | 4% | -29% | -1% | i | -10
